Screening results (PubChem)
Menin-MLL TR inh: inhibitors of human menin-MLL interaction, mutant MLL peptide. O00255. Menin + Texas Red MLL mutant peptide, fluorescence polarization. Potency, µM (top dose mostly 61.6 µM), for the others: at the highest dose FP activity change, negative = inhibition, hits mostly inhibitors. 270,000 tested, 0.23% active. AID 1768; active means well fitted inhibition curve with a large enough effect in the polarisation, with a control signal flat, not every such curve was filed as active; inconclusive means small, poorly fitted or top-dose-only effect, or effect the other way, or a change in a side signal; inactive means no such curve, though single readings can be large or run the other way; the % refers to the polarisation; further: potency means the concentration at half of the fitted maximal effect; % of control where 0% means no effect; many of its hits are not listed in these tables
Target sequence (O00255 whole entry, looked up): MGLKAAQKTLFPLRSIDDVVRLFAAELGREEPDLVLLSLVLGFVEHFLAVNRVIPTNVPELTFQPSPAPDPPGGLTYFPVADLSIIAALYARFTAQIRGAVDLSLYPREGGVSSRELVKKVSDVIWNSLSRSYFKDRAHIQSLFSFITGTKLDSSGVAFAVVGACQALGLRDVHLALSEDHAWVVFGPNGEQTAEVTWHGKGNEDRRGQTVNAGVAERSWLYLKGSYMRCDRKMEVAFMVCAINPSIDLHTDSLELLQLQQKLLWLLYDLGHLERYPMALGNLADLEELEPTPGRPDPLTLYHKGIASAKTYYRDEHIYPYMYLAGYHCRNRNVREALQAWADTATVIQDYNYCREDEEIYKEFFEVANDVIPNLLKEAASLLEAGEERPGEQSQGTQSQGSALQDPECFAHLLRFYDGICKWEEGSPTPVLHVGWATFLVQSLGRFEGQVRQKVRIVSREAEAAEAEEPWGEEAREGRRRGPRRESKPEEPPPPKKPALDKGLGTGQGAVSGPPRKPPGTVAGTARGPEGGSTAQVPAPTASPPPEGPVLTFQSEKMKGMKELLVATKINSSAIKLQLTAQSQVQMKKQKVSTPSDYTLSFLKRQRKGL
Tb PFK inh: inhibitors of T. brucei phosphofructokinase; O15648; T. brucei PFK, ADP-Glo luminescence; Potency, µM (titrated, usually from 57.5 µM), without a hit: at the top dose activity, negative = inhibition, hits mostly inhibitors; 330,000 tested, 0.17% active; AID 485367;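 further: potency means the concentration at half of the fitted maximal effect; 0% = uninhibited 1x PFK enzyme wells and -100% = no-enzyme wells; nearly all actives have a fitted effect of over 60% in size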
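PFK 1.25 nM, F6P 0.5 mM, ATP 0.1 mM, 0.1 M TEA pH 8.0, 5 mM MgCl2, 0.01% Tween20, 0.1% BSA; 45 min RT. ADP-Glo readout. qHTS titration up to 57 uM; curves fitted, compounds curve-classed.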
GALK inh: galactokinase (human) inhibition; Purified GALK, Kinase-Glo residual ATP luminescence; Potency, µM (doses to about 57.5 µM), for inactives: at the top dose activity change, negative = inhibition, hits mostly inhibitors; 270,000 tested, 0.007% active; AID 1868; further: potency means the concentration at half of the fitted maximal effect; on the % scale 0 is the no-effect control and ±100 the full control effect
Target sequence (P51570 whole entry, looked up): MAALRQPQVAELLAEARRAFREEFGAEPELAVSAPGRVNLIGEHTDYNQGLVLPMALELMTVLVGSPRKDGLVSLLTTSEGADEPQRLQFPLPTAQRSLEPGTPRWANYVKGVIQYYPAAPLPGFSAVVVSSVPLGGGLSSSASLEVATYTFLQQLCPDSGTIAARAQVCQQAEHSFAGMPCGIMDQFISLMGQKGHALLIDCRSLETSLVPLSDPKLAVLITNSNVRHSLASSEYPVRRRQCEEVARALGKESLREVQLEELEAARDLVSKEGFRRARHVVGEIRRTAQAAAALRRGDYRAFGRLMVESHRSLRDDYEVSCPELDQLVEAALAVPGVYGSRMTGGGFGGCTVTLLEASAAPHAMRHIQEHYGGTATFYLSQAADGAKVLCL
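Compounds were pin-transferred into ATP buffer (35 uM final), then GALK plus galactose (5 nM, 100 uM final) was added. After 1 h at room temperature, Kinase-Glo Plus was added and luminescence read after 10 min.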
PKM2 act: PKM2 (human) enzyme activation; P14618; purified PKM2, Kinase-Glo ATP luminescence, activation; response scale: 0% is enzyme alone, no compound; Potency, µM (series often up to 57.5 µM), for inactives: at the top dose activation, actives largely listed as activators; 260,000 tested, 0.34% active; AID 1631; further: potency means the concentration at half of the fitted maximal effect; on the % scale 0 is the no-effect control and ±100 the full control effect; nearly all actives have a fitted effect of over 55% in size
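hPK-M2, >95% pure; 0.1 mM ADP / 0.5 mM PEP final; imidazole pH7.2 buffer w/ 7 mM MgCl2, 50 mM KCl; 1 h RT; Kinase-Glo lum. Intermediate enzyme activity for dual inhibitor/activator qHTS.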
FBPA coupling cs: inhibits coupling enzyme system, counter-screen for aldolase hits. AID 2472. activity change, negative = inhibition, % at 58.2 µM, hits read low. 290,000 tested, 0.67% active. coupling enzyme system counterscreen, AmpLite Red fluorescence; in the data active means activity change below about -30%; further: on the % scale 0 is the no-effect control and ±100 the full control effect
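Compounds tested against the coupling enzymes alone at 57.5 uM final; readout was AmpLite Red fluorescence (525/598 nm) after 20 min at RT.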
Giardia kill: Giardia lamblia killing. AID 540267. 340,000 tested, 0.15% active. Giardia lamblia trophozoite viability. activity change, % at 7.66 µM, hits read low; in the data active means activity change below about -80%; inconclusive means between about -30% and that limit;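 further: parasites exposed to compound for two days anaerobically before the ATP read; on the % scale 0 is the no-effect control and ±100 the full control effect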
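Media and compound were dispensed first, then trophozoites at 100 cells/well; plates sat 48 hrs at 37 deg C without oxygen before ATP luminescence reagent was added and read after 15-30 min at room temperature.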
TSG101-PTAP inh: blocks PTAP/TSG101 interaction to inhibit HIV-1 budding; 340,000 tested, under 10 active; Fluorescence polarization, FITC-PTAP peptide / Tsg101 binding; AID 493005; Potency, µM (series often up to 115 µM), for inactives: top-dose activity change, negative = inhibition, hits mostly inhibitors; Q99816; active means well fitted inhibition curve with a large enough effect in the main read-out, with a control signal flat, not every such curve was filed as active; inconclusive means small, poorly fitted or top-dose-only effect, or effect the other way, or a change in a side signal; inactive means no such curve, though single readings can be large or run the other way; further: potency means the concentration at half of the fitted maximal effect; % of control where 0% means no effect
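Compounds were pin-transferred onto Tsg101 binding domain (10 uM final) in HEPES pH 7.5 buffer, then FITC-PTAP peptide was added at 50 nM final. After 20 min at RT, polarization reported peptide displacement across a qHTS concentration series.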
B2AR arrestin: beta2AR (human) beta-arrestin recruitment activity; AID 492947; 330,000 tested, 0.02% active; P07550; Potency, µM (doses to about 46.1 µM), without a hit: at the highest dose activation, usual class: activators; beta-arrestin recruitment to beta2AR, cell-based reporter;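 further: potency means the concentration at half of the fitted maximal effect; 0% = DMSO controls and full agonism = EC100 isoproterenol or metaproterenol; nearly all actives have a fitted effect of over 65% in size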
a7 integrin act: integrin-mediated muscular dystrophy alleviation activation. alpha7betagal myoblasts, beta-gal FDG fluorescence, 48 h. 350,000 tested, 0.064% active. AID 624291. Potency, µM (top dose mostly 38.3 µM), for the others: at the highest dose activation, actives largely listed as activators;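 further: potency means the concentration at half of the fitted maximal effect; 100% = response of the positive control SU9516; nearly all actives have a fitted effect of over 60% in size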
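Alpha7betagal+/- myoblasts (passage 13) were plated 16-24 hr, then exposed to compounds (1:260 dilution of DMSO stock) for 48 hours at 37C. After MPER lysis, β-galactosidase reporter activity was read as FDG fluorescence (ex 480/em 540) after 30 minutes.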
Chronic BCR inh: blocks chronic active B-cell receptor signaling. ABC-DLBCL IkBa-CBG/CBR reporter, luminescence ratio, 4 h. Potency, µM (doses to about 46.1 µM), for inactives: at the top dose ratio change, negative = lower green/red ratio, most hits filed as inhibitors. 340,000 tested, 0.05% active; active means well fitted inhibition curve with a large enough effect in the signal ratio, with a control signal flat, not every such curve was filed as active; inconclusive means small, poorly fitted or top-dose-only effect, or effect the other way, or a change in a side signal; the % refers to the signal ratio;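 further: potency means the concentration at half of the fitted maximal effect; plate controls were basal doxycycline-induced cells for no effect and cells given 10 µM MG132 for full effect; MG132 reads +100%, hits lower the ratio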
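TMD8 ABC-DLBCL cells carrying doxycycline-inducible green luciferase fused to IkappaBalpha plus unfused red luciferase were exposed to compounds (up to 46 uM) for 4 hrs at 37C. Activity came from the overlap-corrected green/red luminescence ratio.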
ASM inhibitor: blocks human secretory acid sphingomyelinase | P17405 | placental ASM, HMU-PC fluorogenic substrate, 60 min | Potency, µM (highest dose often 57.5 µM), inactives show at the top dose activity change, negative = inhibition, actives largely listed as inhibitors | 340,000 tested, 0.006% active; further: potency means the concentration at half of the fitted maximal effect
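Human placenta-derived ASM enzyme was preincubated with compound for 10 minutes at room temperature, then given fluorogenic substrate HMU-PC0 (9 uM final) for 60 minutes at 37 °C; a pH 10 stop preceded fluorescence reading at Ex 386/Em 447 nm.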
The depositor's hits bear a star; i = inactive; ? = inconclusive; / = no result given; & = joins results of further samples; [ ] = another dose, or the depositor's remark. Unless noted, the call rests on the fitted dose curve; in most records, active means well fitted curve in the direction sought with a large enough effect; inconclusive means small, poorly fitted or top-dose-only effect, or another doubt; inactive means no such curve, though single readings can be large; an effect the other way counts as inactive or inconclusive. Some of the compounds tested (hit frequency here may not be typical).

SMILES	Menin-MLL TR inh	Tb PFK inh	GALK inh	PKM2 act	FBPA coupling cs	Giardia kill	TSG101-PTAP inh	B2AR arrestin	a7 integrin act	Chronic BCR inh	ASM inhibitor
O=C(NC1CCCCCC1)c1cc2n(n1)C(C(F)(F)F)CC(c1ccco1)N2 (stereo not drawn)	-1%	6%	2%	0%	0	15	-10%	-0.3%	-12%	-2%	0%
Cc1ccccc1NCC(=O)c1ccc(Br)cc1	1%	-1%	2%	3%	5	-8	-2%	5.0%	3%	?	-7%
Cc1ccc(S(=O)(=O)Nc2ccc3c(c2)CC(=O)N([C@H](C)CO)C[C@H](C)[C@H](CN(C)Cc2ccc4c(c2)OCO4)O3)cc1	/	2%	/	/	/	8	0%	5.0%	-9%	-2%	-3%
CCN(CC)c1ccc(C(=O)OCC(=O)N(C)Cc2ccccc2)cc1	?	1%	-1%	-7%	-1	10	-1%	-1.0%	-37%	-15%	19%
O=C(CN1C(=O)NC2(CCCCCC2)C1=O)NC1CC1	4%	-6%	0%	-1%	0	3	-3%	0.1%	9%	-12%	1%
Cc1nc2ccccc2c2c1C(=O)N(c1cccc(C(=O)O)c1)C2=O	-2%	-2%	0%	8%	12	25	-2%	0.1%	9%	-6%	-4%
COc1cc(/C=N/Nc2ccc([N+](=O)[O-])cn2)cc(OC)c1O	-14%	0%	2%	/	6	16	-1%	-0.8%	-20%	1%	-5%
COc1ccc(C2CC(c3ccccc3Cl)Nc3ncnn32)cc1OC (stereo not drawn)	7%	1%	1%	-9%	-1	-19	-3%	0.1%	-4%	?	7%
COc1ccc(CNC(=O)COc2ccc(OC)cc2)cc1	-15%	3%	-3%	/	0	1	-3%	0.1%	7%	-3%	4%
O=S(NCc1ccccc1)C12CC3CC(CC(C3)C1)C2 (stereo not drawn)	-3%	0%	-3%	3%	9	-7	2%	-0.3%	-22%	1%	5%
COc1cc(NC(=S)NCCCN2CCOCC2)c(OC)cc1Cl	2%	1%	-3%	-5%	3	4	-9%	0.0%	-6%	-1%	5%
Cc1cc(N(C)C)ccc1N=Nc1ccc2ncccc2c1	?	0%	3%	-18%	-2	-10	-12%	0.4%	13%	?	-19%
O=C(Cn1cc(C(=O)C(F)(F)F)c2cc(Br)ccc21)N1CCOCC1	35%[activator]	1%	0%	1%	2	-1	-12%	0.0%	-6%	-5%	-6%
O=P(O)(O)c1cc(-c2ccccc2)oc1-c1ccccc1	/	9%	-2%	-1%	13	-1	-2%	-0.3%	26%	6%	2%
Cc1cn(C2CCC(CO)O2)c(=O)[nH]c1=O (stereo not drawn)	6%&-9%	4%	3%	/	0&3	-9	-8%	-0.1%	15%	-1%	3%
Cc1cc(C)c(N2C(=NC(=O)CCCC(=O)O)SC3CS(=O)(=O)CC32)c(C)c1 (stereo not drawn)	0%	-5%	4%	-1%	1	1	-3%	0.2%	11%	2%	-5%
O=C(O)CSc1nc2c(c(=O)[nH]1)CCCC2	-4%	3%	-2%	7%	1	-3	1%	0.4%	-2%	-1%	1%
C/C(=N\O)c1ncc(C(F)(F)F)cc1Cl	15%	-3%	1%	-8%	1	8	3%	-0.1%	?	-9%	8%
O=C(CCNC(=O)c1ccccc1Cl)NCc1ccncc1	/	0%	/	/	/	-3	-1%	-0.1%	25%	-8%	2%
CC(=O)c1sc2nc(-c3cccs3)ccc2c1N	?	1%	0%	0%	-1	-1	-26%	-0.3%	-30%	23%	0%
N=C1c2ccccc2CN1NC(=O)c1cccc(S(=O)(=O)N2CCCCC2)c1	-7%	0%	-2%	1%	-2	-8	2%	-1.5%	-15%	?	1%
Cc1ccc(NC(=O)c2ccc3c(c2)OCCO3)cc1	14%	1%	2%	-5%	/	?	4%	-3.8%	12%	?	4%
C/C(=N\NC(=O)C(C)Sc1ccccc1)c1ccc([N+](=O)[O-])cc1 (stereo not drawn)	17%	-3%	0%	0%	-2	-4	-3%	-0.4%	1%	?	-10%
O=C(CCN1C(=O)/C(=C/c2ccccc2F)SC1=S)NC1C=CS(=O)(=O)C1 (stereo not drawn)	24%	2%	-8%	/	1	-6	-1%	-0.2%	-27%	2%	-1%
Cc1ccc(CNC(=O)c2ccc(S(=O)(=O)N(C)C)cc2)n1C	-21%	7%	7%	/	3	-3	-1%	-0.1%	22%	1%	5%
COC(=O)C1=C(C)N(Cc2ccc(OC)cc2)C(=O)/C1=C\c1ccco1	/	-9%	7%	4%	2	1	1%	-0.5%	14%	-7%	-18%
CCOC(=O)CC/C(=N\NC(N)=O)c1ccc(OC)c(Cl)c1	/	10%	/	/	/	32[activator]	-2%	-0.1%	16%	-14%	-3%
COc1ccc(C(=O)Cn2nc(CNc3ccc(Br)cc3)[n+]3c2CCCCC3)cc1	?	0%	14%	-11%	0	-7	3%	0.2%	1%	?	90%
CCCn1c(NC(=O)c2cccc(C)c2C)nc2ccccc21	-1%	1%	4%	5%	-2	6	-2%	0.2%	-40%	?	0%
Cc1cc(C(=O)COC(=O)c2ccc(N)c([N+](=O)[O-])c2)c(C)n1Cc1ccc2c(c1)OCO2	/	-1%	5%	-2%	-1	-15	-3%	0.0%	11%	2%	-9%
CCOc1ccc(C(F)(F)F)cc1NC(=O)COc1ccc(C(F)(F)F)cc1[N+](=O)[O-]	21%	0%	2%	4%	0	2	0%	-0.9%	11%	3%	-3%
CCCCNC(=S)Nc1ccc2nc(N3CCN(CC)CC3)cc(C)c2c1	-25%	0%	1%	/	1	-21	-7%	-0.5%	-55%	?	133%[activator]
CSCCC(NS(=O)(=O)c1ccc(Cl)cc1)C(=O)OCC(=O)N1CCCc2ccccc21 (stereo not drawn)	-16%	3%	0%	16%	0	-9	0%	0.1%	-12%	-23%	-3%
Cc1ccc(C[n+]2cccc(-c3ccccc3)c2)c(C)c1	2%	-3%	0%	3%	0	8	0%	-0.5%	-3%	-1%	-3%
COc1cc(CN2C(=O)C(NC(=O)c3ccco3)(C(F)(F)F)C3=C2CC(C)(C)CC3=O)cc(OC)c1 (stereo not drawn)	0%	-7%	1%	-2%	4	-5	-6%	0.3%	-18%	-8%	-2%
CN(C)c1ccc(/C=N/N2CCN(c3ccccn3)CC2)cc1	/	-5%	9%	-17%	2	24	-2%	-0.5%	-5%	?	8%
CCNS(=O)(=O)c1ccc(CCC(=O)NCc2ccccc2)cc1	-15%	-4%	1%	-4%	3	?	2%	0.2%	-18%	2%	1%
COc1cc(O)oc1C=Nc1ccccc1	9%	2%	-1%	0%	-20	5	-6%	-0.9%	4%	-2%	3%
O=C1CSc2ccc(C(=O)O)cc2N1	5%	3%	7%	-3%	-3	2	-3%	0.1%	0%	1%	7%
N#CC1=C(N)Oc2n[nH]c(-c3cccs3)c2C1c1cccnc1 (stereo not drawn)	0%	-1%	0%	2%	-8	1	-4%	-0.1%	-21%	0%	4%
Cc1cc(Br)cc2cn[nH]c12	-1%	-2%	-7%	/	-1	-9	-4%	0.0%	6%	-1%	-1%
CC(C)COc1ccc(-c2nn(-c3ccccc3)cc2CO)cc1	85%[activator]	-2%	-2%	/	-2	7	-2%	-0.3%	0%	?	-15%
CC1C(=O)N2CCCc3cc(NS(C)(=O)=O)cc1c32 (stereo not drawn)	4%	-1%	3%	/	0	1	3%	0.1%	21%	0%	0%
Cc1ccc2nc3c(cc(C#N)c(=O)n3-c3nccs3)c(=O)n2c1	2%	-1%	1%	2%	0	7	-4%	-0.5%	-18%	-1%	i
Cc1ccc(N2CC(C)Cn3c2nc2c3c(=O)[nH]c(=O)n2C)cc1 (stereo not drawn)	-19%	-3%	2%	/	4	-18	2%	-1.4%	41%	0%	-1%
Cc1cc(Cl)c(S(=O)(=O)NC2CCCCC2)cc1OCC(=O)Nc1nncs1	2%	12%	-1%	12%	3	-10	-1%	-0.3%	21%	-4%	0%
CC1(C)CC(NC(=O)COc2cc3oc(=O)c4c(c3cc2Cl)CCC4)CC(C)(C)N1	/	-2%	6%	/	/	8	-7%	-0.9%	-59%[inhibitor]	-7%	-1%
COc1cccc(NC(=O)N2C3CCCC2CC(NC(C)=O)C3)c1 (stereo not drawn)	-1%	-3%	2%	2%	4	6	-5%	0.0%	1%	0%	6%
